From PubChem
ABHD5 PLIN5 PPI = blocks binding of human ABHD5 to perilipin-5 | Split G. princeps luciferase complementation, luminescence, 4 h | AID 602281 | 360,000 compounds, 0.78% hits | inhibition, % at 4 µM;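 active = inhibition above the mean inhibition across every tested compound plus 3 SD, cut at about 22% in these data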;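 note: 0% = DMSO only wells and the 100% control is not disclosed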
TLR9-MyD88 block = TLR9-MyD88 interaction inhibition; 340,000 compounds, 0.21% hits; CHO BLA complementation TLR9-MyD88, CCF4 FRET ratio; inhibition, % at 4.98 µM;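 active = inhibition above the mean over all tested compounds plus 3 SD, cut at about 21% in these data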;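 note: 0% = DMSO only wells and 100% = clavulanate BLA inhibitor control wells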
NOD2 RIPK2 PPI = NOD2-RIPK2 protein interaction inhibition; CHO BLA complementation NOD2-RIPK2, CCF4 ratio; inhibition, % at 4.98 µM; 360,000 compounds, 0.38% hits; O43353; AID 624267; in the data active = inhibition above about 21%;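 note: 0% = vehicle only and 100% = reference blocker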
MC4R antag cAMP = human MC4R antagonism in cAMP assay; MC4R-expressing cells, MTII-stimulated cAMP, LANCE TR-FRET; inhibition, % at 6.5 µM; 360,000 compounds, 0.48% hits;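 active = inhibition above its plate's cutoff, the mean of tested wells on that plate plus 3 SD, cut at about 29% in these data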;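 note: 0% = Melanotan II alone and 100% = Melanotan II plus saturating MCL0020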
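Test system: U2OS cells stably expressing human melanocortin 4 receptor (MC4R); also added: Melanotan II challenge; compound: 6.5 µM single dose; timing: 30-min compound preincubation, 1-h Melanotan II challenge, 1-h detection, room temperature; signal: Eu-cAMP/anti-cAMP TR-FRET, emission 671 nm; repeats: one well per compound, no replicates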
NCOA2 inhibitor = human SRC2 (NCOA2) inhibition; Q15596; HEK293 GAL4-SRC2 luciferase reporter, luminescence; 370,000 compounds, 0.17% hits; inhibition, % at 9 µM;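 active = inhibition above the mean inhibition of all tested compounds plus 3 SD, set per campaign, cut at about 52% in these data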;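 note: 0% = DMSO treated cells and 100% = cells given Gossypol at 36 µM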
NR5A2 inv ag = suppresses constitutive activity of human LRH-1; O00482; HEK293T StAR-luciferase reporter, LRH-1 transfected, 24 h; inhibition, % at 3.6 µM; 360,000 compounds, 0.13% hits; AID 602396;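 active = inhibition above the mean inhibition of all tested compounds plus 3 SD, cut at about 73% in these data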;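 note: 0% = DMSO wells and 100% = reporter-only cells lacking LRH-1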
SRC3 inh = human NCOA3 inhibition; Q9Y6Q9; HEK293 GAL4-SRC3 luciferase reporter, luminescence; inhibition, % at 3.6 µM; 360,000 compounds, 0.17% hits; AID 588352;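 active = inhibition above a per-campaign cutoff, the mean of all compounds plus 3 SD, cut at about 60% in these data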;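 note: 0% = DMSO-treated cells and 100% = gossypol-treated cells at 36 µM; higher means less SRC3-driven luciferase light from the GAL4 reporter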
EBV LMP1 NFkB = reduces LMP1-driven NF-kappaB luciferase signal; 350,000 compounds, 0.69% hits; LMP1-induced NF-kappaB luciferase reporter cells, luminescence; inhibition, % at 12.5 µM; in the data active = inhibition above about 41%;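 note: 0% = neutral control wells and 100% = reference inhibitor control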
MC4R barr agon = human MC4R agonism via beta-arrestin; activation, % at 8.9 µM; AID 540308; U2OS MC4R beta-arrestin complementation, luminescence; percent of melanotan II response, DMSO zero; 360,000 compounds, 0.98% hits;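 active = activation above a per-plate cutoff, the mean activation of sample wells on that plate plus 3 SD, cut at about 8% in these data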
SRC1 inh = inhibitors of human steroid receptor coactivator 1 (SRC1); 360,000 compounds, 0.12% hits; inhibition, % at 3.6 µM; Q15788; HEK293 GAL4-SRC1 luciferase reporter, luminescence; AID 588354;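 active = inhibition above the campaign mean plus 3 SD, with each screening campaign given its own cutoff, cut at about 60% in these data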;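 note: 0% = DMSO treated cells and 100% = gossypol at 36 µM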
COUP-TFII inh = NR2F2 (human) inhibition, primary screen | 370,000 compounds, 0.7% hits | AID 686940 | HEK293T NGFI-A luciferase reporter, luminescence | inhibition, % at 8.6 µM;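 active = inhibition above a per-plate cutoff, mean inhibition of test wells between control levels plus 3 SD, cut at about 38% in these data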;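 note: cells cotransfected with COUP-TFII expression vector driving the NGFI-A reporter; 0% = median of COUP-TF2 test wells and 100% = reporter-only cells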
Numbers without * were called inactive; · = not tested or not shown.

No.	compound	ABHD5 PLIN5 PPI	TLR9-MyD88 block	NOD2 RIPK2 PPI	MC4R antag cAMP	NCOA2 inhibitor	NR5A2 inv ag	SRC3 inh	EBV LMP1 NFkB	MC4R barr agon	SRC1 inh	COUP-TFII inh
1	CCCCc1c(-c2cccc(OC)c2)ncn1CCc1ccccc1OC	1	·	-2	·	27	7	·	·	·	·	26
2	CCOC(CNC(=O)c1ccc2nc(N3CCC(C)CC3)sc2c1)OCC	-2	6	4	4	-33	-113	-54	-38	-2.2	-58	-32
3	COCC(=O)N1CCCC(C(=O)c2ccc(C(F)(F)F)cc2)C1 (configuration not stated)	-2	-7	-1	-5	6	-3	-20	-8	-1.4	17	14
4	O=C(NC1CCC(c2ccccc2)CC1)c1cccnc1 (configuration not stated)	1	-4	-3	7	14	13	8	-3	-2.9	13	-6
5	O=C(Cc1cccs1)Nc1ccccc1NC(=O)Cc1cccs1	6	-5	-5	14	-22	1	18	7	0.5	8	1
6	Cc1cccc(N2C(=O)SC(N(CC(=O)O)c3cccc(C)c3)C2=O)c1 (configuration not stated)	-15	-11	-1	-2	-18	-13	-5	1	-0.1	-9	-7
7	CC(NC(=O)Cn1cccc1C(=O)c1ccccc1)c1ccccc1 (configuration not stated)	4	-4	-1	1	7	8	4	-7	-3.2	-10	-8
8	CCCN(CC(=O)Nc1cc(Cl)ccc1Cl)C(=O)/C=C/c1ccco1	3	-4	11	-4	-10	-3	-12	-1	-0.9	-6	-4
9	CCN1CCN(S(=O)(=O)c2c[nH]c(C(=O)OC)c2)CC1	7	6	-7	0	20	11	-10	-7	-0.1	3	-4
10	CCN(CC(=O)Nc1cc(S(=O)(=O)N2CCOCC2)ccc1C)Cc1ccccc1	4	-2	10	13	18	-4	5	-4	-2.5	3	7
11	COc1cccc(NC(=O)COC(=O)C2CC2)c1	9	3	5	0	-4	-1	20	4	2.4	-15	-7
12	FC(F)(F)c1cc(-c2ccco2)nc(-n2cnc3ccccc32)n1	-1	-1	-5	7	10	14	-2	-48	0.1	-1	2
13	COc1cccc(N2[C@@H](CC(=O)O)c3cc(C(F)(F)F)ccc3S2(=O)=O)c1	11	-1	-6	6	-26	-2	3	-4	-1.9	-4	-7
14	COC(=O)c1c(NC(=O)c2ccccc2F)sc2c1C(C(=O)OC)CC2 (configuration not stated)	4	-5	16	15	-10	0	-4	-3	-1.8	-25	-1
15	CCN(CC)CCNC(=O)c1ccc(NC(=O)c2ccc(-n3cncn3)c([N+](=O)[O-])c2)cc1	13	4	-12	1	-4	24	16	-3	1.4	-6	-5
16	Cc1ccc(N(CC(=O)NCc2ccco2)C(=O)CCC(=O)Nc2ccccn2)cc1C	-4	1	-4	4	-3	-4	-18	8	-0.9	-18	-26
17	O=C(O)C1CCN(C(=O)c2ccc(Cl)cc2)CC1	3	15	-3	15	-16	-10	2	-3	-0.4	-11	-4
18	CC(=O)c1cccc(NC(=S)NC(=O)c2ccc(Br)cc2)c1	-4	-5	1	8	-24	-18	-34	-9	8.5*	-47	-22
19	COc1cc(C(=O)NCCC(=O)N2CCN(C)CC2)cc(OC)c1OC	4	-4	-32	14	-9	-5	1	-7	4.1	7	2
20	CC(=O)OCn1nnc2ccccc2c1=O	0	-12	-18	0	-20	8	2	-1	-1.4	4	0
21	CN(/N=C/c1ccc(-c2ccc([N+](=O)[O-])cc2)o1)c1ccccc1	3	16	8	6	-9	1	4	-15	-0.8	-24	-5
22	Cc1nc(N/N=C/c2ccc(O)cc2)c2cnn(-c3ccccc3)c2n1	2	-1	-1	-31	13	-15	11	3	-2.0	-8	-32
23	O=C(CSc1nnc(Cc2ccccc2)c(=O)[nH]1)Nc1ccccc1	-4	-3	-8	17	4	-10	-3	-5	-2.1	11	-7
24	CCN(CC)S(=O)(=O)c1cccc(NC(=O)c2ccccc2Br)c1	-5	-5	-12	15	1	7	28	-7	-1.2	9	1
25	NC(=O)C1=NOC(CNc2ncc(C(F)(F)F)cc2Cl)C1 (configuration not stated)	4	10	-6	3	-15	-82	-17	-15	0.3	-52	-30
26	O=C(CN1CCC(n2nnc3cc(F)ccc32)CC1)N1CCCc2ccccc21	1	-4	1	-5	0	13	7	-28	0.4	-10	7
27	CC(C)CC(=O)Nc1c2c(nn1-c1ccc(F)cc1)CS(=O)C2 (configuration not stated)	2	0	-6	-1	0	-18	2	1	-2.4	-56	-11
28	Cc1ccc(NC(=O)CN(C)C(=O)Nc2ccc(C)cc2)cc1	1	-10	-9	4	-35	-18	-41	-18	-1.4	-26	-28
29	O=C(NNC(=O)c1cc2cc(OC(F)(F)F)ccc2[nH]1)c1ccc(Cl)cc1	-7	·	1	-3	-12	-13	6	·	2.4	-3	7
30	O=C(Cc1ccccc1)NNc1ccc2ccccc2c1	0	11	6	2	-79	11	30	-19	-3.3	-20	3

Given with two lines to a compound: entries from further up.
Order of results – ABHD5 PLIN5 PPI	TLR9-MyD88 block	NOD2 RIPK2 PPI	MC4R antag cAMP	NCOA2 inhibitor	NR5A2 inv ag	SRC3 inh	EBV LMP1 NFkB	MC4R barr agon	SRC1 inh	COUP-TFII inh
(16) Cc1ccc(N(CC(=O)NCc2ccco2)C(=O)CCC(=O)Nc2ccccn2)cc1C
 : -4	1	-4	4	-3	-4	-18	8	-0.9	-18	-26
(17) O=C(O)C1CCN(C(=O)c2ccc(Cl)cc2)CC1
 : 3	15	-3	15	-16	-10	2	-3	-0.4	-11	-4
(18) CC(=O)c1cccc(NC(=S)NC(=O)c2ccc(Br)cc2)c1
 : -4	-5	1	8	-24	-18	-34	-9	8.5*	-47	-22
(19) COc1cc(C(=O)NCCC(=O)N2CCN(C)CC2)cc(OC)c1OC
 : 4	-4	-32	14	-9	-5	1	-7	4.1	7	2
(20) CC(=O)OCn1nnc2ccccc2c1=O
 : 0	-12	-18	0	-20	8	2	-1	-1.4	4	0
(21) CN(/N=C/c1ccc(-c2ccc([N+](=O)[O-])cc2)o1)c1ccccc1
 : 3	16	8	6	-9	1	4	-15	-0.8	-24	-5
(22) Cc1nc(N/N=C/c2ccc(O)cc2)c2cnn(-c3ccccc3)c2n1
 : 2	-1	-1	-31	13	-15	11	3	-2.0	-8	-32
(23) O=C(CSc1nnc(Cc2ccccc2)c(=O)[nH]1)Nc1ccccc1
 : -4	-3	-8	17	4	-10	-3	-5	-2.1	11	-7
(24) CCN(CC)S(=O)(=O)c1cccc(NC(=O)c2ccccc2Br)c1
 : -5	-5	-12	15	1	7	28	-7	-1.2	9	1
(25) NC(=O)C1=NOC(CNc2ncc(C(F)(F)F)cc2Cl)C1 (configuration not stated)
 : 4	10	-6	3	-15	-82	-17	-15	0.3	-52	-30

New compounds follow:
No.	compound	ABHD5 PLIN5 PPI	TLR9-MyD88 block	NOD2 RIPK2 PPI	MC4R antag cAMP	NCOA2 inhibitor	NR5A2 inv ag	SRC3 inh	EBV LMP1 NFkB	MC4R barr agon	SRC1 inh	COUP-TFII inh
31	Cc1ccc(NC(=O)CCN2C(=O)NC3(CCCC3)C2=O)cc1S(=O)(=O)N1CCOCC1	-1	-20	-19	1	-31	-10	-1	-2	-1.3	2	-5
32	Cc1cc(C)c(C#N)c(Nc2ccccc2F)n1	6	5	10	5	-17	0	-4	-11	2.6	7	-18
33	COc1ccccc1/C=C/C(=O)c1ccccc1	29*	4	-14	-10	-31	-23	-53	-17	-0.5	-55	-42
34	COc1cc(C(=O)Nc2nnc(CC(C)C)s2)c([N+](=O)[O-])cc1OC	17	-1	4	0	-1	5	20	4	3.2	18	16
35	O=C(CSc1nnc(CNC(=O)c2ccco2)o1)Nc1cccc(Cl)c1	-4	13	-6	0	-9	-7	-16	-2	-1.8	0	-3
36	O=C(O)c1sccc1Oc1ccc(F)cc1[N+](=O)[O-]	-4	-63	-3	-6	-10	14	17	-7	-1.5	-13	3
37	COC(=O)C1C(c2ccc(OC)cc2)C(C(=O)OC)S(=O)(=O)C(CCN2CCCCC2)S1(=O)=O (configuration not stated)	14	10	5	0	-1	2	11	-6	3.9	3	2
38	COc1cc(/C=N/NC(=O)Nc2ccccc2)ccc1OCCOc1ccccc1C	-2	2	10	-16	-9	13	-4	-10	21*	-22	0
39	COC(=O)Nc1ccc(S(=O)(=O)N2CCCC(C(=O)N3CCCCC3)C2)cc1 (configuration not stated)	-2	-7	1	-4	4	-17	3	0	-0.4	-51	3
40	CCOC(=O)C(=O)N1CCN(c2ccccc2OC)CC1	-4	-9	-9	8	-3	-1	11	-3	-0.1	-14	5
41	COc1ccccc1-c1c(C(F)(F)F)oc2cc(OC(=O)c3cccc([N+](=O)[O-])c3C)ccc2c1=O	1	-5	-5	15	0	-4	10	-6	-3.3	-3	13
42	CCN(c1ccccc1)S(=O)(=O)c1ccc(C(=O)OC(C)C(=O)NCCC2=CCCCC2)cc1 (configuration not stated)	-2	1	4	17	-2	21	23	-2	-0.2	-17	-4
43	COc1ccccc1NC(=O)CSc1nnc(C)s1	-1	1	2	5	-44	2	-1	7	0.1	7	-6

Only part of the results is shown; count on the stated rates, not on these rows.
